HIV peptide binding: cell-free HIV fusion peptide-binding blockers – biochemical, uHTS, fluorescence dequenching, primary screen (AID 1986); cell-free peptide binding, fluorescence dequenching, 30 min; higher % means a stronger effect; inhibition, % at 20 µM, or IC50 in µM where a hit was titrated; 290,000 tested, 0.3% active; in the data active means inhibition mostly above about 52%, no sharp cut-off; inactive means mostly below about 76%; further: some results filed as inactive read as strong as hits
Dengue-2 NS5 capping: flavivirus cap methylation enzyme inhibition – biochemical, confirmation dose response, primary screen (AID 588689); Dengue-2 NS5 methyltransferase capping enzyme assay, biochemical; higher % means a stronger effect; inhibition, % at 25 µM, or IC50 in µM where a hit was titrated; 340,000 tested, 0.3% active; in the data active means a potency from the dose series; inconclusive means inhibition above about 29% without an active follow-up result
SV40 large T antigen: TAg ATPase/helicase activity blockers – biochemical (AID 1903); SV40 large T antigen ATPase/helicase inhibition assay; higher % means a stronger effect; inhibition, % at 20 µM, or IC50 in µM where a hit was titrated; 310,000 tested, 0.39% active; in the data active means a potency from the dose series; inconclusive means inhibition mostly from about 32% at the one dose, without a potency; inactive means the rest, 99 in 100 with inhibition below about 32%; further: strong numbers were not always called active
GPR35 arrestin U2OS: GPR35 antagonists blocking zaprinast-driven arrestin recruitment, primary screen, imaging, U2OS, beta-arrestin-GFP, zaprinast agonist (AID 2058). U2OS GPR35 beta-arrestin-GFP translocation imaging, zaprinast antagonism; higher % means a stronger effect. inhibition, % at 10 µM; hits with a dose series show IC50 in µM. 290,000 tested, 0.052% active;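 active means inhibition of at least 50% with at least 30 cells and total cytoplasm GFP at most 10,000,000; inconclusive means under 30 cells or total GFP of 10,000,000 plus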
UTI89 phage lysis: inhibition of K1F phage lysis, E. coli UTI89, bacterial capsule biogenesis inhibitors, alamar blue (AID 488966); 340,000 tested, 0.02% active; inhibition, % at 100 µM, or IC50 in µM where a hit was titrated; E. coli UTI89 K1F phage lysis, alamar blue, 2 h; higher % means a stronger effect;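 active means phage lysis inhibition, versus mean bacterial control, above a set limit; inconclusive means no clear call, values can overlap the other calls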;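 further: capsule biogenesis inhibitors block K1F phage lysis so surviving cells raise fluorescence; higher fluorescence means more inhibition of phage lysis; actives were called in the ten point dose series up to 300 µM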
GPR55 antagonists: GPR55 antagonists blocking LPI-driven arrestin recruitment, primary screen, imaging, U2OS, beta-arrestin-GFP, LPI agonist (AID 2013). U2OS GPR55 beta-arrestin-GFP translocation imaging, LPI antagonism; higher % means a stronger effect. inhibition, % at 10 µM, or IC50 in µM where a hit was titrated. 290,000 tested, 0.13% active;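 active means spots per cell inhibited over 60%, with over 100 cells counted and total cytoplasm intensity under 500,000; inconclusive means wells with under 100 cells, flagged as likely toxic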;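 further: U2OS cells stably carrying GPR55 and arrestin-GFP stimulated by 5 µM LPI near EC80; imaged beta-arrestin-GFP aggregate spots per cell after agonist stimulation; plate controls were LPI-stimulated DMSO wells for no effect and DMSO wells without LPI for full effect; some results filed as inactive read as strong as hits; confirmed hits need IC50 under 10 µM and bright autofluorescent wells are also inconclusive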
PhoP inhibition: PhoP-dependent GFP reporter repression – Salmonella Typhimurium, primary screen (AID 1863); S. Typhimurium PhoP-regulated promoter GFP reporter, 4 h; higher % means a stronger effect; 300,000 tested, 0.16% active; one-dose inhibition, % at 50 µM; IC50 in µM for titrated hits;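 active means inhibition over 29.93%, a cutoff 3 SD above the screen mean, later confirmed by dose response; inconclusive means inhibition over 29.93% but no dose response follow-up; inactive means inhibition at most 29.93% or unconfirmed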;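 further: 0% = low Mg2+ inducing control and 100% = high Mg2+ repressing control; strong numbers were not always called active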
RSV CPE inhibition: RSV antiviral activity via CPE protection, HEp-2 cells, primary 10 µM value included (AID 2391). HEp-2 cells, RSV-induced CPE inhibition; higher % means a stronger effect. one-dose CPE inhibition, % at 10 µM; IC50 in µM for titrated hits. 310,000 tested, 0.13% active; in the data active means a potency from the dose series; inconclusive means CPE inhibition mostly from about 23% at the one dose, without a potency; inactive means the rest, 99 in 100 with CPE inhibition below about 21%; further: strong numbers were not always called active
MgcRacGAP inhibition: MgcRacGAP GTPase-activating activity inhibitors, confirmation, biochemical, ADP Hunter fluorescence; MgcRacGAP-stimulated Rac1 GTP hydrolysis, ADP Hunter fluorescence; higher % means a stronger effect; GST-tagged Rac1 F28L mutant substrate; 340,000 tested, 0.6% active; one-dose inhibition, % at 30 µM; IC50 in µM for titrated hits; AID 624330;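 active means first-screen hits whose inhibition reached a set limit at any dose in the follow-up dose series; inconclusive means inhibition above the set first-screen limit but never retested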;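 further: fluorescence reports GDP produced by GAP-driven GTP hydrolysis; strong numbers were not always called active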
Dengue-2 NS5 capping pilot replicate: recorded beside Dengue-2 NS5 capping, whose call it bears; inhibition, %; measured here: pilot screen replicate inhibition
Numbers without * were called inactive; ? = inconclusive; . = not tested or not shown; [ ] = dose if it differs, or a comment.

SMILES | HIV peptide binding | Dengue-2 NS5 capping | SV40 large T antigen | GPR35 arrestin U2OS | UTI89 phage lysis | GPR55 antagonists | PhoP inhibition | RSV CPE inhibition | MgcRacGAP inhibition | others
COc1ccc(Nc2nnc(-c3ccc(N4CCOCC4)c([N+](=O)[O-])c3)c3ccccc23)cc1 | -1.4% | 0.7% | -0.8% | -14.1% | 0.6% | 10.2% | 9.7% | . | 4.9%
COC(=O)Nc1nc2ccc(SC(C)C)cc2[nH]1 | . | 0.0% | 14.8% | . | 3.4% | . | -1.1% | -0.3% | -4.6%
Cc1ccc(S(=O)(=O)N2CCC(C(=O)N3CCN(Cc4ccccc4)CC3)CC2)cc1 | 0.9% | 1.4% | 2.5% | 7.9% | -0.5% | -0.3% | 9.9% | 0.7% | 3.4%
Cc1ccc(CNS(=O)(=O)CCNC(=O)c2ccc3c(c2)OCO3)cc1 | . | -6.5% | 1.9% | . | 1.1%[50 µM] | . | -2.0% | -0.6% | 3.8%
COCCN(C(=O)CNC(=O)c1ccco1)C(C(=O)NC1CCCC1)c1cccs1 (configuration not stated) | 1.1% | 2.5% | -0.2% | -23.8% | 12.8% | 2.7% | 1.4% | 1.5% | -6.8%
CN(C)CCOC(=O)c1sc2ccccc2c1Cl | 0.8% | -4.7% | 8.4% | -4.3% | -0.5% | 4.9% | -7.4% | -0.5% | 0.6%
O=C(NC(=S)Nc1ccccc1Br)C1CCC1 | 3.1% | -8.4% | 3.3% | -6.2% | 4.0% | 7.2% | -3.3% | 1.5% | 4.2%
O=C(NCCSc1c[nH]c2ccccc12)c1ccc2c(c1)OCO2 | -0.1% | -5.5% | 10.5% | 7.5% | -1.3% | 7.5% | 8.2% | 2.0% | 14.1%
CCCOc1ccc(C(CC(=O)O)NC(=O)c2cccs2)cc1 (configuration not stated) | 3.5% | -3.2% | 1.8% | -2.4% | 3.9% | 14.8% | 6.6% | 0.9% | -2.8%
O=C(N/N=C/c1ccc(OC(F)F)cc1)c1ccc(Br)cc1 | -2.9% | -5.8% | -10.9% | 7.4% | 0.1% | -16.0% | 5.3% | 3.5% | 9.2%
CC1C(=O)C(C)C(c2ccccc2F)NC1c1ccccc1F (configuration not stated) | 1.3% | -2.0% | 9.3% | -10.9% | 0.1% | -0.6% | -2.8% | 0.3% | 10.0%
COc1ccc(NS(=O)(=O)c2cn(C)c(=O)n(C)c2=O)c(OC)c1 | 0.9% | -0.8% | 9.4% | -1.8% | 0.2%[50 µM] | 11.5% | -10.3% | 2.1% | 6.3%
O=C(Cn1nnc(-c2ccccc2NC(=O)c2ccco2)n1)NC1CCCCC1 | 1.4% | -4.9% | 3.8% | 3.5% | 0.2% | 1.5% | -1.6% | 0.2% | 7.9%
O=c1c(OC2OC(CO)C(O)C(O)C2OC2OC(CO)C(O)C(O)C2O)c(-c2ccc(O)cc2)oc2cc(O)cc(O)c12 (configuration not stated) | 10.8% | 4.3% | 6.5% | -9.1% | 2.3% | -7.8% | 1.0% | 2.0% | 11.9%
Cc1onc(-c2ccccc2)c1C(=O)Nc1ccccc1NC(=O)c1c(-c2ccccc2)noc1C | 0.5% | -7.1% | 21.6% | 0.1% | 0.0% | 13.6% | 2.2% | 1.1% | 6.8%
COc1cc(C(=O)NC2CCCCC2)ccc1OCc1ccc(Cl)cc1Cl | -0.9% | 1.8% | 11.3% | 1.4% | 0.0% | 4.5% | -6.8% | 2.1% | 11.6%
COc1ccc(C2CC(c3ccccc3)=NN2S(=O)(=O)c2ccccc2)cc1 (configuration not stated) | -0.1% | 7.5% | 4.8% | 3.5% | 0.6% | -4.4% | -14.8% | 0.9% | 15.4%
CC1Cc2cc(S(=O)(=O)N3CCN(c4cccc(Cl)c4)CC3)ccc2N1C(=O)C1CC1 (configuration not stated) | -0.8% | -4.4% | 17.5% | 16.5% | 0.3% | -5.5% | -3.1% | 5.7% | 4.5%
CCOC(=O)c1c(C)[nH]c(C)c1S(=O)(=O)NC1CCN(C(=O)OCC)CC1 | 0.8% | 2.6% | 4.5% | 1.2% | -0.2% | -8.4% | 4.5% | 1.7% | -4.0%
COc1ccc(OC)c(NC(=O)NNS(=O)(=O)c2ccc(C)cc2C)c1 | -0.4% | -2.6% | 16.7% | 5.2% | 0.0% | -3.4% | 9.8% | 0.4% | 7.1%
O=C(/C=C/C=C/c1ccc2c(c1)OCO2)N1CCCCC1 | . | -8.0% | 19.6% | . | 9.2% | . | 6.9% | . | 2.8%
CC1Cc2ccccc2N1C(=O)C1CC(=O)N(c2ccccc2)C1 (configuration not stated) | -0.7% | -9.2% | 2.4% | 4.0% | 0.0% | -0.9% | 10.6% | 3.2% | 9.5%
CCOC(=O)Cn1cnc2c(sc3nc(C)cc(C)c32)c1=O | -0.7% | -0.8% | 14.9% | -7.9% | 0.5% | -1.2% | -11.2% | 0.3% | 3.1%
CCCCc1nc(N)c(C#N)c(-c2ccco2)c1CCC | 2.9% | -5.6% | 6.2% | 0.5% | 0.1% | 5.4% | 4.4% | 2.4% | -0.4%
COc1ccc(C(NC(=O)CC(C)C)c2c(O)ccc3ccccc23)cc1 (configuration not stated) | 2.1% | -0.7% | 9.0% | 3.6% | 0.4% | 9.6% | -0.3% | 0.6% | 8.7% | Dengue-2 NS5 capping pilot replicate=-2.8
CCCCN(C)C(=O)CCCc1c[nH]c2ccccc12 | 2.3% | 1.5% | 4.8% | -8.9% | 3.7% | 5.8% | 6.0% | 1.4% | 1.3%
COc1cccc(NCc2ccc([N+](=O)[O-])s2)c1 | 10.1% | -8.0% | 20.9% | 4.6% | -5.9% | 3.5% | 23.6% | 2.4% | 16.9%
Cc1ccc2nc(SCC(=O)NCc3ccc(F)cc3)nc(=O)n2c1 | . | 0.7% | 11.6% | . | 0.4%[50 µM] | . | 2.8% | 0.6% | 6.1%
CCN(Cc1ccccc1)C(=O)CN1C(=O)NC(CC)(c2ccc(F)cc2)C1=O (configuration not stated) | -0.9% | -6.5% | 7.0% | -0.4% | 0.1% | 1.8% | -3.3% | 1.7% | 6.0%
CCc1nc2c(nnn2Cc2ccc(F)cc2)c(=O)[nH]1 | 1.0% | -2.8% | 13.9% | 15.8% | 0.4% | 4.0% | 4.8% | 7.9% | 7.6%
CC1(C)CC(=O)C2=C(C1)OC(N)=C(C#N)C2c1ccc[nH]1 (configuration not stated) | 8.4% | 12.5% | ? | 1.6% | 0.1% | -5.9% | -1.3% | -0.3% | 3.2%
CC1CC(C)CN(C(=O)COc2ccc([N+](=O)[O-])cc2Cl)C1 (configuration not stated) | -2.3% | -8.5% | 7.2% | -6.0% | 0.2% | 4.4% | 2.1% | ? | 5.8%
O=C(CCC(=O)N1CCCC1)Nc1nnc(C2CCCCC2)s1 | 15.9% | -4.1% | -5.8% | 1.9% | 1.8% | 0.3% | -5.1% | 3.3% | 6.2%
Cc1nc(C)c(-c2ccc(SCC(=O)Nc3ccccc3)nn2)s1 | 1.6% | 0.6% | 15.1% | -9.5% | 0.1% | 7.3% | -4.5% | 7.2% | 2.2%
COc1ccc(CNC(=O)COC(=O)C2CCC(C(C)(C)C)CC2)cc1 (configuration not stated) | -0.2% | -6.5% | 7.0% | -3.2% | -2.1% | 11.6% | 2.3% | 1.6% | 4.3%
NS(=O)(=O)c1ccc(NC(=O)c2ccc(Cl)c(S(=O)(=O)NCc3ccco3)c2)cc1 | . | -0.7% | . | . | -0.1%[50 µM] | . | . | 2.5% | 0.2%
CCN(CC(=O)Nc1cc(Cl)ccc1C)C(=O)c1cc(S(=O)(=O)N2CCCCCC2)ccc1OC | . | -10.9% | 12.2% | . | -0.6%[50 µM] | . | -0.4% | 2.2% | 3.4%
CC(C)C[C@H]1CN=C(Nc2ccccc2)N1CCC1CCCCC1 | -0.4% | 0.0% | 22.9% | 16.6% | -0.3% | 4.6% | -11.3% | -0.8% | 5.9%
COCCn1c(=O)[nH]c2cc(C(=O)NC3CCCCCC3)ccc2c1=O | -0.1% | -1.4% | -0.9% | -11.4% | 0.8% | 2.3% | 1.6% | 1.7% | 5.1%
O=[N+]([O-])c1ccc(N2CCOCC2)cc1NC(c1ccccc1)c1ccccc1 | 69.2% | -3.8% | 18.9% | 3.4% | 0.6%[50 µM] | 11.8% | 3.6% | 3.6% | 6.3%
O=C(c1cc(S(=O)(=O)N2CCCCC2)c(Cl)cc1N1CCOCC1)N1CCOCC1 | 1.7% | 1.1% | 4.9% | 19.1% | 1.3% | -3.1% | -1.3% | -1.5% | 9.8%
CCOc1ccc(N(CC(=O)Nc2cccc(Br)c2)S(C)(=O)=O)cc1 | -1.1% | . | 0.6% | 20.1% | -1.5% | 7.7% | 10.4% | 7.9% | 7.5%
Cc1[nH]c(=S)c(C#N)c(C)c1CCC#N | -0.2% | 16.2% | 30.7% | -10.6% | -1.8% | 15.0% | 0.7% | 1.7% | -17.6%
CSc1cccc(NC(=O)C2CCN(S(=O)(=O)c3ccc4c(c3)NC(=O)CO4)CC2)c1 | -0.5% | -9.1% | 11.0% | 7.1% | 0.1% | 10.5% | 15.2% | 1.0% | 11.6%
CC(=O)c1ccc(OCCCC(=O)NC2CCCCC2C)cc1 (configuration not stated) | 1.0% | -7.5% | 6.7% | -8.4% | -0.2% | 8.8% | -2.2% | 1.4% | 5.0%
CN1/C(=C\C(=O)c2ccccc2Cl)c2ccccc2CC1(C)C | -2.6% | -2.2% | 0.9% | -10.5% | 7.0% | 9.0% | -11.9% | 6.0% | 3.2%
COc1ccc(CCN=C2SCC(=O)N2Cc2ccccc2)cc1OC | 3.1% | -1.4% | 21.2% | -4.5% | -3.6% | 8.6% | -5.2% | 0.9% | 6.5%
COc1ccc(C(=O)NCCCNC(=O)c2cccnc2)cc1OC | 2.7% | -3.3% | 2.6% | 8.0% | 1.5% | -3.2% | 2.8% | 1.3% | 4.2%

High-throughput results (PubChem BioAssay)

This is a random part of the collection; 1.5% or so of the library scored in one or more.
